ERp5 block = ERp5 (human) disulfide isomerase inhibition | Q15084 | ERp5 insulin aggregation, absorbance 650 nm, 90 min | inhibition, % at 9.99 µM | 0.05% of 350,000 active | AID 651711;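 active means mean replicate inhibition above about 25%, with every replicate also reaching it, limit read from the data, passing the limit was not always enough; inconclusive means only one of those two criteria met; inactive means neither criterion met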
Target sequence (Q15084 whole entry, looked up): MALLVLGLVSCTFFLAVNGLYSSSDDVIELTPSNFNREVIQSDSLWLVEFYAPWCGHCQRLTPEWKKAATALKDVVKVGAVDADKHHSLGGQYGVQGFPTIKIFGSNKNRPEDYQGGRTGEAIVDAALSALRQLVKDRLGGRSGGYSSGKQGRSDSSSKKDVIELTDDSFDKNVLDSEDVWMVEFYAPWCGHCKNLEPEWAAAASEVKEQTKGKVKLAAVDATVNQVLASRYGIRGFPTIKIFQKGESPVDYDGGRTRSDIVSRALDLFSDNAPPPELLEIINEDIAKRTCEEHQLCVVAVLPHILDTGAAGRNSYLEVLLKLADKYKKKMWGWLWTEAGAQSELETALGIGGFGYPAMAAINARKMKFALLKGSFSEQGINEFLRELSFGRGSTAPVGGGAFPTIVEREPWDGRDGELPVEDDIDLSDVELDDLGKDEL
F508del corr = correctors of CFTR F508del function in bronchial epithelial cells. CFBE cells, YFP halide quenching; stimulated with forskolin plus potentiator P3; % fluorescence drop versus neutral controls. activity (quench increase), % at 7.58 µM. 0.36% of 350,000 active. AID 720511;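 active means mean added fluorescence quench of at least 8% versus neutral control, with both replicates also reaching 8%; inconclusive means only one of the mean or replicate conditions met; inactive means mean below 8% and not both replicates reaching 8%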;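 further: cells transiently co-express mutant CFTR-F508del with the halide-sensitive YFP; corrector assay measuring rescue of mutant channel to the surface after 24 h compound exposure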
DENV2 CPE = DENV2-induced cell death inhibition; DENV2-infected cells, cytopathic effect rescue, plate reader; CPE inhibition, % at 9.99 µM; 1.7% of 350,000 active; AID 651640; in the data active means CPE inhibition above about 20%, passing the limit was not always enough; inconclusive means no clear call, values can overlap the other calls; tested in BHK-21 cells;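 further: 0% = median of neutral control wells and 100% = median of positive control wells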
Casp6 inh = inhibitors of human caspase-6; P55212; purified caspase-6, Z-VEID-R110 cleavage fluorescence; inhibition, % at 12.5 µM; 0.53% of 350,000 active; AID 686996;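 active means mean inhibition across replicates at least about 35%, with every replicate also reaching that limit, limit read from the data; inconclusive means only one of the two criteria met; inactive means neither criterion met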;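 further: 0% = median of neutral control wells and 100% = no fluorescence left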
Target sequence (P55212 24-179 limits assumed): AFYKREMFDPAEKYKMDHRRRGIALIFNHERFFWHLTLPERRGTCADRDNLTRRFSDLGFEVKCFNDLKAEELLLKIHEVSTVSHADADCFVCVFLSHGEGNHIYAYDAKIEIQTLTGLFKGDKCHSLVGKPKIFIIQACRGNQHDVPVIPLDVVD
Target sequence (P55212 194-293 limits assumed): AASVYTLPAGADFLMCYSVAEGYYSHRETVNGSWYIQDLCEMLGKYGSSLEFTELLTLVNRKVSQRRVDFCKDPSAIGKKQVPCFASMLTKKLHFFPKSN
miR122 inh = blocks miR-122 activity in Huh7 sensor cells | Huh7 miR-122 Renilla luciferase sensor, 48 h; neutral wells = 0, positive control = 100 | activation (reporter increase), % at 12.5 µM | 0.3% of 340,000 active;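 active means mean replicate activation score at least 90 and every replicate individually at or above 90; inconclusive means only one of the two criteria met; inactive means neither criterion met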;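 further: higher luciferase means less miR-122 activity so hits act as miR-122 inhibitors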
SIRT5 block = sirtuin-5 (human) deacylase inhibition | inhibition, % at 15 µM | Q9NXA8 | 1.1% of 330,000 active | AID 652115 | Purified SirT5, succinyl-peptide AMC, trypsin-coupled fluorescence; in the data active means inhibition above about 15%; inconclusive means no clear call, values can overlap the other calls
Target sequence (Q9NXA8 whole entry, looked up): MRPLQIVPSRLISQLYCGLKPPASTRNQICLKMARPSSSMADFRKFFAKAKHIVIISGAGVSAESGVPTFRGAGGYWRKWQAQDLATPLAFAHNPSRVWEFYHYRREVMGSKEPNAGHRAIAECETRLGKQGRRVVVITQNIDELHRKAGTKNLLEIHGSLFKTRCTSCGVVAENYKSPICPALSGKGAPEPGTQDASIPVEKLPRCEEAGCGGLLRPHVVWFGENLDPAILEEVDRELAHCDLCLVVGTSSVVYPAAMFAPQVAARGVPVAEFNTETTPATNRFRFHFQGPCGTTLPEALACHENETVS
ERAP1 inh = blocks human ERAP1 aminopeptidase activity | Q9NZ08 | recombinant ERAP1, Leu-AMC fluorescence, 60 min | inhibition, % at 10.7 µM | 0.15% of 340,000 active;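 active means mean replicate inhibition of at least 30%, or all replicates individually reaching that 30% level; inactive means mean below 30% and not every replicate reaching it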;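 further: 0% = neutral control wells and 100% = L-leucinethiol positive control wells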
* marks the source's active call; other numbers are inactive results; ? = inconclusive; . = no result given; [ ] = dose if it differs, or a comment.

(1) CC(=O)N(C)C[C@H]1Oc2ncc(-c3cccnc3)cc2C(=O)N([C@H](C)CO)C[C@H]1C
(2) Cc1ccc(N2C(=O)c3ccc(C(=O)N4CCN(Cc5ccccc5)CC4)cc3C2=O)cc1
(3) COc1ccc2c3c(n(C)c2c1)[C@@H](CO)N(Cc1ccc2c(c1)OCO2)CC31CN(C(=O)C2CC2)C1
(4) NC(=O)c1ccccc1N
(5) COc1cc([N+](=O)[O-])ccc1NC(=O)NCC1CCN(Cc2ccc(Cl)cc2)CC1
(6) Cc1noc(C)c1S(=O)(=O)Nc1ccc2c(c1)CC(=O)N([C@H](C)CO)C[C@@H](C)[C@@H](CN(C)S(=O)(=O)c1cccs1)O2
screen / no.	1	2	3	4	5	6
ERp5 block	-3	0	4	1	2	5
F508del corr	-0.2	-0.5	-0.6	1.0	0.0	-1.4
DENV2 CPE	0	-3	-4	?	-1	-4
Casp6 inh	-2	0	1	3	-3	-4
miR122 inh	-3[16.7 µM]	-7	.	0	-14	17[16.7 µM]
SIRT5 block	-2	-3	-6	.	-2	6
ERAP1 inh	0	-6	2	.	1	4

(7) CSc1ccccc1OCc1cc(C(=O)NCCc2ccco2)no1
(8) COc1ccc(C(c2sc3nc(C)nn3c2O)N2CCN(Cc3ccccc3)CC2)cc1OC (configuration not stated)
(9) C[C@H](CO)N1C[C@H](C)[C@H](CN(C)S(=O)(=O)c2ccc(F)cc2)Oc2ncc(C#CC3CCCCC3)cc2C1=O
(10) COC(CNS(=O)(=O)c1ccc(S(=O)(=O)NC2CC2)cc1)OC
(11) C/C=C/c1ccc2c(c1)O[C@H](CN(C)C(=O)CC1CC1)[C@@H](C)CN([C@@H](C)CO)S2(=O)=O
(12) CC(C)[C@@H](C(=O)N1CCNCC1)n1cc(CCO)nn1
screen / no.	7	8	9	10	11	12
ERp5 block	-2	-3	5	3	1	2
F508del corr	3.9	0.7	4.7	3.3	1.6	-1.2
DENV2 CPE	16	?	8	?	14	-6
Casp6 inh	6	-3	3	0	1	6
miR122 inh	-4	-4	-6[16.7 µM]	-2	5[16.7 µM]	-12
SIRT5 block	0	3	-2	1	1	.
ERAP1 inh	3	4	1	1	1	.

(13) CCc1nc2ccc(C(=O)Nc3ccc(OC)c(OC)c3)cn2c1N(C)Cc1ccc(N(C)C)cc1
(14) C[C@H]1CN([C@@H](C)CO)C(=O)Cc2cc(NC(=O)c3ccncc3)ccc2O[C@@H]1CN(C)C(=O)Nc1ccc2c(c1)OCO2
(15) CNC(=O)C[C@H]1CC[C@@H]2[C@H](COC[C@@H](O)CN2Cc2ccncc2)O1
(16) COC(=O)N1[C@H](C)C=C[C@]1(Cc1ccccc1)C(=O)NCCCNc1ncc(C(F)(F)F)cc1Cl
(17) CC(C)CC#Cc1cnc2c(c1)C(=O)N([C@H](C)CO)C[C@@H](C)[C@H](CN(C)Cc1ccccc1C(=O)O)O2
(18) C[C@H]1CN([C@@H](C)CO)C(=O)c2cc(C3=CCCCC3)cnc2O[C@H]1CN(C)CC1CCOCC1
screen / no.	13	14	15	16	17	18
ERp5 block	3	4	-1	-5	9	3
F508del corr	3.7	1.0	1.4	1.2	-0.7	4.4
DENV2 CPE	-3	-8	2	-17	13	-3
Casp6 inh	-1	0	-1	0	0	-1
miR122 inh	-3	7[16.7 µM]	-3[16.7 µM]	0	.	2[16.7 µM]
SIRT5 block	-2	0	1	.	7	-1
ERAP1 inh	-2	1	2	-2	-2	2

(19) O=C(Cc1n[nH]c(=O)c2ccccc12)NC(c1ccccc1)c1ccccc1
(20) O=C1CCCN1c1ccc(S(=O)(=O)N2CCCCC2)cc1[N+](=O)[O-]
(21) CCOc1ccccc1OCC(=O)OCC(=O)NNC(=O)c1ccc([N+](=O)[O-])cc1
(22) COc1ccc(CN(CCC(c2ccco2)C(C)C)C(C)=O)cc1OC (configuration not stated)
(23) COC(CNC(=O)c1cccnc1)OC
(24) Cc1c(C(=O)NCc2ccccc2C(F)(F)F)sc(=O)n1Cc1ccccc1C#N
screen / no.	19	20	21	22	23	24
ERp5 block	-4	-9	-13	4	2	2
F508del corr	-2.0	-0.7	2.3	-0.5	-0.8	2.9
DENV2 CPE	-4	.	-3	-1	-3	0
Casp6 inh	-3	-4	1	-1	0	-2
miR122 inh	8	.	.	-6	.	.
SIRT5 block	9	-4	0	-1	0	.
ERAP1 inh	5	-3	-1	-1	-1	.

(25) CCCCNC(=O)c1ccc2nc(CC)c(N(CC)CCOC)n2c1
(26) O=C(CN1C(=O)/C(=C/c2ccc(C(F)(F)F)cc2)Sc2ccccc21)NCCCN1CCOCC1
(27) O=C(c1ccc2c(c1)OCO2)N1CC(=O)N2[C@H](CO)[C@@H](c3ccc(-c4ccccc4)cc3)[C@H]2C1
(28) CCOC(=O)Nc1cccnc1Sc1ccc(Cl)cc1
(29) CN(C)CCNC(=O)c1c(NC(=O)c2ccccc2)sc2c1CCCC2
(30) C/C=C\C=C/C(=O)Nc1cccc(C2=NOC3(C2)C[C@@H](C(N)=O)N(C(=O)C2(C)CC2)C3)c1 (some centres not stated)
screen / no.	25	26	27	28	29	30
ERp5 block	0	1	0	0	1	-7
F508del corr	2.5	-0.5	-0.2	-2.4	-8.2	-1.3
DENV2 CPE	-7	1	10	3	-10	.
Casp6 inh	-1	-7	0	-1	-5	9
miR122 inh	-3	-3	.	5	-7	-7
SIRT5 block	0	4	1	-6	0	.
ERAP1 inh	1	-1	0	7	-8	-2

(31) COc1ccc(S(=O)(=O)NCc2ccc(C(=O)NCCCN3CC(C)CC(C)C3)cc2)cc1 (configuration not stated)
(32) O=C(NCc1ccco1)c1cccc(-c2cncc3nccn23)c1
(33) N=C1C(c2ccccc2)=C(O)CN1c1cccc(S(=O)(=O)N2CCCCC2)c1
(34) C[C@H](CO)N1C[C@H](C)[C@H](CN(C)C(=O)c2ccncc2)Oc2ncc(-c3ccncc3)cc2C1=O
(35) Cc1ccc(C(=O)NCCc2ccc(S(N)(=O)=O)cc2)o1
(36) CCOc1cc(-c2noc(CCC(=O)NC3CCCCC3)n2)ccc1OC
screen / no.	31	32	33	34	35	36
ERp5 block	5	1	2	-1	8	2
F508del corr	2.5	-4.8	-2.0	1.0	6.6	-2.5
DENV2 CPE	-3	1	-7	2	1	3
Casp6 inh	-3	1	0	1	-1	.
miR122 inh	4	.	.	-7[16.7 µM]	2	.
SIRT5 block	-1	-56	2	7	-6	3
ERAP1 inh	-3	5	.	2	-4	0

(37) COc1ccc(CC(=O)N[C@@H]2c3cc(OC)c(OC)cc3C[C@H]2OCc2ccccc2)cc1
(38) COc1ccc(C(=O)Nc2ccc(N3CCCCCC3)cc2)cc1S(=O)(=O)N1CCOCC1
(39) NC(c1csc(Nc2nncc3ccccc23)n1)c1ccccc1Cl (configuration not stated)
(40) CCC(C)(C)NC(=O)C(c1ccc(C)cc1)N(CCN1CCOCC1)C(=O)CNC(=O)c1cccs1 (configuration not stated)
(41) Cn1c(N)c(C(=O)COC(=O)Cc2ccc(Cl)cc2Cl)c(=O)n(C)c1=O
(42) O=C(c1cc2ccccc2o1)N1CCN(c2cccc(Cl)c2)CC1
screen / no.	37	38	39	40	41	42
ERp5 block	-1	-1	1	-3	-7	11
F508del corr	4.5	2.8	-1.9	-5.8	-0.7	-0.9
DENV2 CPE	?	5	7	0	3	1
Casp6 inh	-3	3	14	8	3	-3
miR122 inh	-3	.	-5	-5	.	-3
SIRT5 block	-5	2	-1	-2	-1	-2
ERAP1 inh	0	7	-2	2	-5	1

(43) C[C@@H]1CCCCO[C@@H](CN(C)S(=O)(=O)c2ccccc2)[C@@H](C)CN([C@H](C)CO)C(=O)c2cc(NC(=O)Nc3cccc4ccccc34)ccc2O1
(44) Cc1ccc(C2=NN(S(=O)(=O)c3ccccc3)C(c3ccccc3O)C2)cc1 (configuration not stated)
(45) CC(C)(C)c1ccc(C(=O)N2CCC2(C)C(=O)Nc2cnc3ccccc3c2)cc1 (configuration not stated)
(46) CC(=NNC(=O)c1ccncc1)c1ccc(O)cc1O
(47) COc1ccc(/C=N/NC(=O)CCn2c3ccccc3c3ccccc32)cc1OC
(48) C[C@H]1CN([C@@H](C)CO)C(=O)c2cc(C#CC3CC3)cnc2O[C@@H]1CN(C)C(=O)Nc1ccccc1
screen / no.	43	44	45	46	47	48
ERp5 block	-6	2	1	4	-3	-2
F508del corr	2.1	0.2	2.9	5.1	.	5.8
DENV2 CPE	-10	-10	-5	0	-1	-9
Casp6 inh	0	2	.	-1	4	-1
miR122 inh	3[16.7 µM]	.	-7	.	.	-8[16.7 µM]
SIRT5 block	1	-2	-1	3	1	5
ERAP1 inh	-4	-4	-1	1	11	-2

(49) CCCCN1C(=O)C(CC(=O)NC2CCCCC2)CC(C(=O)N2CCCCCC2)=C1C (configuration not stated)
(50) CN(CC(=O)Nc1ccc(Cl)cc1)C1=NS(=O)(=O)c2ccccc21
(51) O=C(COc1ccccc1)N1CCN(S(=O)(=O)Cc2ccccc2)CC1
(52) C/C=C/c1ccc([C@@H]2[C@@H](CO)N(C(C)=O)[C@H]2CN(CC(C)C)C(C)=O)cc1
(53) Cc1ccc(S(=O)(=O)N2CCN(C)CC2)cc1[N+](=O)[O-]
(54) O=C(Nc1cccc(F)c1)N1C[C@@H]2[C@H](c3ccccc31)[C@H](CO)N2C(=O)c1cccnc1
screen / no.	49	50	51	52	53	54
ERp5 block	6	-2	3	.	4	4
F508del corr	-1.4	-2.7	.	-0.7	0.7	-5.0
DENV2 CPE	2	-1	5	?	-2	-6
Casp6 inh	-1	0	0	.	1	-4
miR122 inh	.	0	-2	-7[16.7 µM]	-2	-4[16.7 µM]
SIRT5 block	.	-1	0	.	-3	0
ERAP1 inh	3	-1	1	.	1	-3

(55) COc1cccc(-c2cnc3c(c2)C(=O)N([C@H](C)CO)C[C@H](C)[C@H](CN(C)C(=O)Nc2cccc4ccccc24)O3)c1
(56) C[C@H](CO)N1C[C@H](C)[C@H](CN(C)Cc2ccc3c(c2)OCO3)Oc2ccc(NC(=O)Cc3cn(C)c4ccccc34)cc2CC1=O
(57) O=C1NC2=C(CCc3ccccc32)C(c2ccccc2)N1 (configuration not stated)
(58) C[C@@H]1CN([C@H](C)CO)C(=O)c2cc(C#C[C@@H](C)O)cnc2O[C@@H]1CN(C)CC1CCOCC1
(59) COc1cccc(/C(N)=N/OC(=O)Cc2ccccc2[N+](=O)[O-])c1
(60) Cc1noc(C)c1NC(=O)Nc1ccc2c(c1)C(=O)N([C@@H](C)CO)C[C@@H](C)[C@H](CN(C)Cc1ccc3c(c1)OCO3)OCCCC[C@H](C)O2
screen / no.	55	56	57	58	59	60
ERp5 block	-4	2	0	-4	4	.
F508del corr	0.7	-0.4	3.3	-2.2	0.0	-0.9
DENV2 CPE	-10	-2	-18	-6	-3	1
Casp6 inh	0	-2	-3	-1	1	.
miR122 inh	-6[16.7 µM]	1[16.7 µM]	-13	1[16.7 µM]	18	1[16.7 µM]
SIRT5 block	5	4	-6	0	-2	.
ERAP1 inh	0	3	-9	9	1	.

(61) O=C(Cc1ccncc1)NCC[C@@H]1CC[C@H](NC(=O)C2CCC2)[C@@H](CO)O1
(62) O=C(O)c1sccc1OCc1ccccc1
(63) C[C@H](CO)NC(=O)c1nc[nH]c1C(=O)N[C@H](C)c1ccccc1
(64) O=C(NCCC1=CCCCC1)c1ccc(Cl)c(S(=O)(=O)Nc2ccccc2)c1
screen / no.	61	62	63	64
ERp5 block	-3	0	4	-5
F508del corr	-1.8	2.3	0.9	4.2
DENV2 CPE	1	9	-4	-2
Casp6 inh	-1	1	2	0
miR122 inh	.	.	-1	.
SIRT5 block	0	2	-1	1
ERAP1 inh	-2	4	-1	2

Reprinted at random: four records from the list, in no set order.
(61) O=C(Cc1ccncc1)NCC[C@@H]1CC[C@H](NC(=O)C2CCC2)[C@@H](CO)O1
(64) O=C(NCCC1=CCCCC1)c1ccc(Cl)c(S(=O)(=O)Nc2ccccc2)c1
(63) C[C@H](CO)NC(=O)c1nc[nH]c1C(=O)N[C@H](C)c1ccccc1
(62) O=C(O)c1sccc1OCc1ccccc1
screen / no.	61	64	63	62
ERp5 block	-3	-5	4	0
F508del corr	-1.8	4.2	0.9	2.3
DENV2 CPE	1	-2	-4	9
Casp6 inh	-1	0	2	1
miR122 inh	.	.	-1	.
SIRT5 block	0	1	-1	2
ERAP1 inh	-2	2	-1	4

Screening results (PubChem BioAssay)

This is a random part of the collection; any-hit rate near 4%.
